Screening results (PubChem)
RORgamma inh: ROR gamma (mouse) transcription inhibition; P51450; Drosophila S2 Gal4-RORgamma UAS-luciferase reporter, 20 h; Potency, µM (doses to about 53.6 µM), without a hit: at the highest dose activity change, negative = inhibition, hits mostly inhibitors; 310,000 compounds, 5.4% hits; AID 2551; further: potency means the concentration at half of the fitted maximal effect; on the % scale 0 is the no-effect control and ±100 the full control effect; nearly all actives have a fitted effect of over 60% in size
Target sequence (P51450 whole entry, looked up, the tested form may be a part): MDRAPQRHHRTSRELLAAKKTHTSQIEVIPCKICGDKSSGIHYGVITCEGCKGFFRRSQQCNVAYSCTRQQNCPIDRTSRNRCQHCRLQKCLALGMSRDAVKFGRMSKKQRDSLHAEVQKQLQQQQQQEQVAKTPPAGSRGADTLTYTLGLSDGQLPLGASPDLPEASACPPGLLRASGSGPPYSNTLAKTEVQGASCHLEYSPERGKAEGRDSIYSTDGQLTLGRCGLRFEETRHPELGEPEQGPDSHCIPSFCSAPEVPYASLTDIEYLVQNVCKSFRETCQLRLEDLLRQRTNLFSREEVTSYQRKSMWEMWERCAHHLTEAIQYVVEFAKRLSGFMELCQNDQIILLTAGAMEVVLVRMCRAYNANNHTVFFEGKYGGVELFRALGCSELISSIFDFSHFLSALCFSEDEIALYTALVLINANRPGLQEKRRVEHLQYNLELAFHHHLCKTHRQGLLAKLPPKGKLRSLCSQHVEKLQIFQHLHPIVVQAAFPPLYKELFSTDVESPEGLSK
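Luciferase reporter read in Schneider cells carrying Gal4-RORγ (mouse) and UAS-Photinus luciferase; cells given compound 1 h before 700 uM copper sulfate induction, then incubated 20 h at ambient temperature.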
Menin-MLL TR inh: menin-MLL binding inhibition, Texas Red mutant peptide; O00255; Menin + Texas Red MLL mutant peptide, fluorescence polarization; Potency, µM (titrated, usually from 61.6 µM), for inactives: at the top dose FP activity change, negative = inhibition, most hits filed as inhibitors; 270,000 compounds, 0.23% hits; AID 1768; active means well fitted inhibition curve with a large enough effect in the polarisation, with a control signal flat, not every such curve was filed as active; inconclusive means small, poorly fitted or top-dose-only effect, or effect the other way, or a change in a side signal; inactive means no such curve, though single readings can be large or run the other way; the % refers to the polarisation; further: potency means the concentration at half of the fitted maximal effect; % of control where 0% means no effect; many of its hits are not listed in these tables
Target sequence (O00255 whole entry, looked up): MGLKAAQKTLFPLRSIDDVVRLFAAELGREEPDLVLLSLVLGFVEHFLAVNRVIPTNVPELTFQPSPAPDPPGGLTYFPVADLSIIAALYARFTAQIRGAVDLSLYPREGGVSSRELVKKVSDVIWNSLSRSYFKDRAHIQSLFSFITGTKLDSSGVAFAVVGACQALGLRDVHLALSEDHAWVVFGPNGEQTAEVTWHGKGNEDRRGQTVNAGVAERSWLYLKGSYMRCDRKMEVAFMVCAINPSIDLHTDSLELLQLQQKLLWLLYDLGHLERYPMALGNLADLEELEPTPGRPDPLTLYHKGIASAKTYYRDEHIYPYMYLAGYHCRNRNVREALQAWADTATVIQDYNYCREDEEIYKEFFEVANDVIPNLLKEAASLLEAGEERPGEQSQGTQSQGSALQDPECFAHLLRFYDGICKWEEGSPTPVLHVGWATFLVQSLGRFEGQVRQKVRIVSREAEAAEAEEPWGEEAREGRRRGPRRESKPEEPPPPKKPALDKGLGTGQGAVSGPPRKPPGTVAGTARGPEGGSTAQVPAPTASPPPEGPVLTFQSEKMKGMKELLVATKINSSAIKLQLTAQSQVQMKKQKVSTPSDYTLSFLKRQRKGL
BRCA1 expr up: increases BRCA1 expression | MCF7-BRCA1-FFLuc reporter, luminescence, 48 h; response scale: scaled: vehicle 0%, 10 µM genistein 100% | Potency, µM (titrated, usually from 46.1 µM), inactives show at the top dose activation, usual class: activators | 380,000 compounds, 1.1% hits | AID 624202; further: potency means the concentration at half of the fitted maximal effect; nearly all actives have a fitted effect of over 80% in size; some results filed as inactive show a strong effect at the top dose
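Activators of BRCA1 expression were detected as increased firefly luciferase luminescence in engineered MCF7 cells after 48 h compound incubation. Signals were scaled to genistein 10 microM as full activation.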
NPC1 promoter act: activates the NPC1 promoter; 320,000 compounds, 2.4% hits; Potency, µM (titrated, usually from 9.22 µM), inactives show top-dose activation, usual class: activators; Huh7 NPC1 promoter luciferase reporter, 24 h;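 further: potency means the concentration at half of the fitted maximal effect; % of control where 0% means no effect; nearly all actives have a fitted effect of over 60% in size; reporter is driven by a mutant NPC1 promoter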
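Readout is luciferase luminescence, reflecting NPC1 promoter activation in stably transfected Huh7 cells after 24 h compound exposure at 37 °C in reduced-serum medium with 10% FBS.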
PKM2 activator: activators of human pyruvate kinase M2 | purified PKM2, Kinase-Glo ATP luminescence, activation; response scale: 0% is enzyme alone, no compound | Potency, µM (highest dose often 57.5 µM), for the others: top-dose activation, usual class: activators | 260,000 compounds, 0.34% hits | P14618 | AID 1631; further: potency means the concentration at half of the fitted maximal effect; on the % scale 0 is the no-effect control and ±100 the full control effect; nearly all actives have a fitted effect of over 55% in size
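ATP formation by purified human PK-M2, quantified via coupled luciferase luminescence after 1 h at room temperature with 0.1 mM ADP and 0.5 mM PEP final.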
Rab9 promoter act: Rab9 promoter activation | 320,000 compounds, 2.8% hits | Huh7 Rab9 promoter-luciferase reporter, luminescence, 24 h | Potency, µM (top dose mostly 9.22 µM), for the others: at the highest dose activation, negative = inhibition, most hits filed as activators; further: potency means the concentration at half of the fitted maximal effect; % of control where 0% means no effect; nearly all actives have a fitted effect of over 60% in size
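Steps: seed 1500 Huh7 Rab9-luc cells per well, rest 2 h at 37 °C; add compound in DMSO; incubate 24 h; add luciferase reagent, 10 min ambient; read luminescence.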
Giardia kill: Giardia lamblia killing | Giardia lamblia trophozoite viability | activity change, % at 7.66 µM, hits read low | 340,000 compounds, 0.15% hits; in the data active means activity change below about -80%; inconclusive means between about -30% and that limit;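 further: parasites exposed to compound for two days anaerobically before the ATP read; on the % scale 0 is the no-effect control and ±100 the full control effect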
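Viability, read as ATP luminescence: trophozoites at 100 cells/well, compound added, 48 hrs anaerobic at 37 deg C, then 15-30 min room-temperature development before reading.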
Gal4-VP16 FLuc: Gal4-VP16 reporter inhibition counter-screen; Drosophila S2 Gal4-VP16 UAS-luciferase, luminescence, 20 h; Potency, µM (highest dose often 53.6 µM), inactives show at the highest dose activity, negative = inhibition, actives largely listed as inhibitors; 310,000 compounds, 3.5% hits; AID 2546;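 further: Gal4-VP16 expression switched on by copper sulfate through the metallothionein promoter; potency means the concentration at half of the fitted maximal effect; on the % scale 0 is the no-effect control and ±100 the full control effect; nearly all actives have a fitted effect of over 50% in size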
FLuc counter: firefly luciferase modulation, counter-screen for miR-21 project; AID 588342; P08659; Potency, µM (titrated, usually from 57.5 µM), for inactives: at the top dose activity change, negative = inhibition, actives largely listed as inhibitors; 360,000 compounds, 6.9% hits; purified FLuc, Km substrates, luminescence inhibition;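 further: potency means the concentration at half of the fitted maximal effect; plate controls were vehicle for no effect and reference inhibitor for full effect; nearly all actives have a fitted effect of over 55% in size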
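Purified P. pyralis luciferase, 10 nM final, with Km-level 10 uM D-luciferin and 10 uM ATP in 50 mM Tris acetate pH 7.5, 10 mM Mg acetate, 0.01% Tween-20, 0.05% BSA; 6-point qHTS titration about 60 µM downward; luminescence read.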
p53 reactivator: restores transcriptional activity of mutant p53; H1299 p53-A138V BP100-luciferase reporter, luminescence, 24 h; Potency, µM (highest dose often 92.2 µM), for the others: at the top dose activity change, positive = activation, most hits filed as activators; 320,000 compounds, 0.063% hits; further: potency means the concentration at half of the fitted maximal effect; % of control where 0% means no effect; nearly all actives have a fitted effect of over 45% in size
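H1299 (p53-null), stable ts p53-A138V + BP100-Luc; 1000 cells/well, Opti-MEM/10% FBS; cpd 4 pt, 1:5; 24 h, 37 deg C, 5% CO2; detection reagent 10 min RT; luminescence.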
ELG1 genotoxic: inducers of genotoxicity in HEK293T ELG1-luciferase cells. HEK293T ELG1-luciferase reporter, luminescence, 16 h. Potency, µM (doses to about 46 µM), for the others: at the top dose activity change, positive = activation, actives largely listed as activators. 330,000 compounds, 1.3% hits. AID 504466; further: potency means the concentration at half of the fitted maximal effect; % of control where 0% means no effect; nearly all actives have a fitted effect of over 60% in size
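Screening used a luciferase reporter fused to human ELG1 in HEK293T cells. Luminescence was read on a CCD plate imager after 16 hr exposure and 30 min ONE-Glo incubation.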
An asterisk follows results filed as active; ? = inconclusive; nt = not tested or not shown; [ ] = dose if it differs, or a comment. Unless noted, the call rests on the fitted dose curve; in most records, active means well fitted curve in the direction sought with a large enough effect; inconclusive means small, poorly fitted or top-dose-only effect, or another doubt; inactive means no such curve, though single readings can be large; an effect the other way counts as inactive or inconclusive.

SMILES	RORgamma inh	Menin-MLL TR inh	BRCA1 expr up	NPC1 promoter act	PKM2 activator	Rab9 promoter act	Giardia kill	Gal4-VP16 FLuc	FLuc counter	p53 reactivator	ELG1 genotoxic
COc1ccc(S(=O)(=O)N(CC(=O)N2CCN(C)CC2)c2ccccc2)cc1OC	-2%	3%	-1%	0%	0%	5%	-10	-2%	-1%	30%	2%
O=C(CCS(=O)(=O)c1ccc(Br)cc1)NCCC1=CCCCC1	4%	nt	-11%	4%	nt	1%	10	-3%	2%	4%	0%
CCOC(=O)C(=O)c1csc(NC(=O)CCSc2ccc(C)cc2)n1	0%	-15%	-9%	0%	3%	-9%	-6	8%	-19%	-3%	-1%
Cc1sc(NC(=O)CCS(=O)(=O)c2ccccc2)c(C#N)c1C	nt	nt	-35%	-2%	nt	1%	13	nt	2%	0%	-8%
CC1CCCN(c2ccc(C(=O)Nc3cccnc3)cc2[N+](=O)[O-])C1 (stereo not drawn)	?	23%	49%	23%	1%	26%	-8	-10%	?	?	-9%
O=c1c2ccccc2c2ccccc2c(=O)n1CC1CCCO1 (stereo not drawn)	10%	-5%	-7%	2%	16%	1%	5	-15%	-3%	9%	0%
COCCNC(=S)NN=C1CCC(c2ccccc2)CC1 (stereo not drawn)	-1%	3%	-24%	5%	-3%	2%	2	1%	-7%	-2%	-7%
O=C(OCC(=O)c1ccc[nH]1)c1ccccc1	15%	-4%	?	8%	-7%	?	-6	3%	17µM*	16%	?
O=C(Cn1c(=O)oc2ccccc21)Nc1ccc2c(c1)OCCO2	26%	-1%	37%	-3%	-10%	-5%	-2	-6%	-10%	11%	0%
Cc1cccc(N2CCN(C(=O)CN3C(=O)NC(C)(C4CC4)C3=O)CC2)c1C (stereo not drawn)	nt	nt	81%	18%	nt	15%	2	nt	2%	12%	0%
CCOC(=O)C1CCN(Cc2ccccn2)CC1	8%	13%	nt	-2%	-2%	-5%	nt	7%	0%	nt	-1%
COc1cccc(CNC(=O)c2ccc(CS(=O)(=O)Cc3ccc(C)cc3)o2)c1	35%	-13%	10%	-5%	12%	-13%	-11	0%[10 µM]	0%	-1%	-9%
CCCSc1ccc([C@@H]2[C@H]3C(=O)N(CC)C(=O)[C@H]3[C@]3(C(=O)OC)CCCCN23)cc1	nt	nt	-12%	-5%	nt	-1%	-8	nt	-4%	-5%	-8%
O=C(NNC(=S)Nc1ccc(Cl)c(Cl)c1)c1cccc([N+](=O)[O-])c1	-41%	nt	-4%	0%	0%	1%	-1	-4%	?	9%	1%
COc1ccc(C2C=C(c3ccc(Br)cc3)Nc3nc(N4C(=O)CCC4=O)nn32)cc1 (stereo not drawn)	18%	2%[11.7 µM]	6%	7%	-2%	-1%	17	-20%	-1%	-1%	-3%
COCCNC(=O)C(C)N(c1ccc(Oc2ccccc2)cc1)S(C)(=O)=O (stereo not drawn)	39%[0.365 µM]	-5%	1%	0%	2%	0%	2	nt	4%	-2%	-4%
O=C(CCNS(=O)(=O)c1ccc(Br)cc1)NC1CCN(Cc2ccccc2)CC1	24%	nt	0%	1%	-5%	-6%	2	-3%	4%	2%	-3%
COc1ccc(OC)c(C2=NO[C@@H]3C(=O)N(c4cc(Cl)ccc4OC)C(=O)[C@H]23)c1	0%	-34%	6%	2%	-11%	-1%	0	1%	2%	-3%	-2%
O=C(Nc1nnc(C2CC2)s1)C1Cc2ccccc2CN1S(=O)(=O)c1cccs1 (stereo not drawn)	1.4µM*	-12%	24%	-2%	0%	9%	6	?	-14%	18%	0%
Cc1nn(-c2ccc(F)cc2)c(Cl)c1/C=C/C(=O)OCC(=O)Nc1c(F)c(F)c(F)c(F)c1F	-30%	-3%	-6%	0%	-2%	-8%	-3	-24%	4%	10%	24%
CCCC(=O)Nc1ccc(NC(=O)C2CC2)cn1	-24%	-22%	15%	9%	-7%	10%	3	-3%[0.365 µM]	0%	4%	?
Cc1ccccc1S(=O)(=O)c1cc2ccccc2nc1N	?	18%	-25%	-1%	26%	1%	-19	-12%	4%	-5%	-3%
CCOC(=O)C1=C(C)N(C)C(C)=C(C(=O)OCC)C1c1cccnc1	0%	13%	0%	2%	-28%	-8%	33[activator]	-7%	-33%	-25%	3%
COc1ccc(S(=O)(=O)N(C)C)cc1NC(=O)Cc1c[nH]c2ccccc12	9%	-5%	-26%	-1%	18%	-2%	11	3%	-11%	-1%	-2%
N#CC(c1ccc(Cl)cc1)c1ccc(Cl)nn1 (stereo not drawn)	-2%	1%	-31%	8%	0%	-2%	6	6%	-2%	12%	-4%
(next part)
SMILES	RORgamma inh	Menin-MLL TR inh	BRCA1 expr up	NPC1 promoter act	PKM2 activator	Rab9 promoter act	Giardia kill	Gal4-VP16 FLuc	FLuc counter	p53 reactivator	ELG1 genotoxic
CC1(C)CC(=O)C=C(C(=O)N2CCCC(C(=O)c3cccc(Cl)c3)C2)O1 (stereo not drawn)	39%	-6%	-16%	-4%	1%	1%	2	-11%	-3%	0%	-4%
O=C(c1ccccc1F)N1CCCc2ccccc21	nt	10%	6%	0%	1%	-1%	21	nt	-20%	nt	6%
CC(C)[n+]1ccn(C2=C([O-])c3ccccc3C(=O)/C2=N\S(=O)(=O)c2ccccc2)c1	-38%	nt	-72%	2%	-4%	-1%	-8	?	-2%	-12%	-13%
C/C(=N\NC(=O)c1cccnc1)c1ccccc1	16%	11%	45%	21%	-5%[11.5 µM]	21%	0	5%	-11%	nt	4%
CN1CCN(c2nc3c(c(=O)[nH]c(=O)n3C)n2CCSc2nc3ccccc3s2)CC1	-37%	-16%	-8%	-4%	3%	-2%	-15	-1%	3%	1%	0%
S=C(NCCN1CCCCC1)Nc1ccc(Br)cc1	?	nt	-1%	0%	-10%	0%	31[activator]	-9%	-9%	-2%	-3%
CCNc1nc(NCC)nc(N(C)/N=C/c2ccco2)n1	3.5µM*	11%	3%	16%	nt	2%	-11	20µM*	-1%	-4%	-1%
CC1CCN(Cc2c(C(=O)O)nnn2-c2nonc2N)CC1	-2%	-1%	23%	-3%	2%	11%	6	1%	1%	-3%	0%
O=C(Nc1ccccc1)c1ccsc1	-5%	7%	23%	-1%	-1%	2%	-17	-7%	-17%	20%	9%
Cc1ccc(C(=O)Nc2ccc(S(=O)(=O)N3CCc4ccccc43)cc2)o1	37%	?	-54%	nt	20%	nt	2	-14%	-2%	nt	nt
Cc1onc(-c2c(Cl)cccc2Cl)c1C(=O)NCCCN1CCOCC1	2%	5%	-28%	nt	-3%	nt	-11	9%	1%	nt	nt
COc1ccc(CNCCC2(Cc3ccccc3)CC(C)N(C)CC2C)cc1OC (stereo not drawn)	-4%	-17%	-57%	0%	-1%	-7%	35[activator]	-12%	2%	1%	8%
COc1ccc(S(=O)(=O)NCC2(N3CCOCC3)CCCCC2)cc1OC	nt	nt	-20%	-3%	nt	-1%	3	nt	3%	-3%	-3%
CC(=O)Nc1ccc(S(=O)(=O)N2CCN(C(=O)c3ncoc3-c3ccc(F)cc3)CC2)cc1	4%	14%	-5%	1%	2%	0%	-5	6%	1%	0%	-6%
C=CCSc1nnc(-c2cc3c(-c4ccccc4)nn(C)c3s2)n1C	2%	?	-26%	-2%	4%	9%	-2	-16%	?	5%	-2%
CCn1cc([N+](=O)[O-])c(C(=O)Nc2ccc3c(c2)OCCO3)n1	?	18%	5µM*	?	-14%	?	0	-15%	19µM*	20%	?
O=C(NCCc1ccccc1)C(=O)NCC1OCCN1S(=O)(=O)c1ccc2c(c1)OCCO2 (stereo not drawn)	-8%	nt	-12%	1%	4%	4%	4	-2%	-5%	?	-6%
CC(CC(=O)Nc1ccc(-c2ccno2)cc1)n1cccn1 (stereo not drawn)	-8%	-1%	10%	-8%	-2%	0%	1	-1%	-2%	8%	0%
Nc1nc2c(nc(SCc3ccccc3Br)n2[C@@H]2O[C@H](CO)[C@@H](O)[C@H]2O)c(=O)[nH]1	-8%	0%	-16%	-4%	nt	-5%	26	0%	0%	6%	1%
COC(=O)C1=C(C)N(Cc2ccccc2)C(=S)N[C@H]1c1cccc(C(F)(F)F)c1	3.5µM*	48%[activator]	-17%	9%	-2%	13%	24	10µM*	-15%	15%	-3%
O=C(CCN1C(=O)C2CCCCC2C1=O)N1CCN(S(=O)(=O)c2cccc(F)c2)CC1 (stereo not drawn)	nt	nt	-7%	0%	nt	-3%	-20	nt	1%	-3%	-1%
CC1CCN(c2nc3c(c(=O)n(C)c(=O)n3C)n2Cc2ccccc2)CC1	9%[0.365 µM]	6%	-4%	-1%	-8%	-3%	-12	nt	3%	-14%	-1%
C=CCn1nc(-c2ccccc2)c2c(C)onc2c1=O	-2%	-21%	0%	-4%	3%	-10%	12	10%	0%	-1%	0%

Not all compounds are listed; the hit share may differ from the screen's.
